# Bioassay records (PubChem BioAssay)
# VLA-4 inh: inhibition in a human VLA-4 binding assay | P13612 | VLA-4 expressing cells, ligand binding flow cytometry | inhibition, % (about 7 µM as worked out from the volumes in the protocol) | actives 0.2% (n = 330,000) | AID 2557; in the data active = inhibition above about 50%
# proCasp3 act: activators of human procaspase-3 | P42574 | recombinant procaspase-3 D3A, Ac-DEVD-pNA absorbance 405 nm | activation, % at 8.5 µM | actives 0.11% (n = 330,000);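 active = activation above the mean of all tested compounds plus 3 SD, cut at about 21% in these data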;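 note: 0% = DMSO alone and 100% = DMSO wells spiked with extra 5 µM PC-3 D3A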
#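 Compound: 8.5 µM single point, 0.8% DMSO / Material: Autoprocessing-dead procaspase-3 D3A mutant enzyme / Timing: 1 h preincubation plus 2 h reaction at 25 °C / Medium: Zinc-free HEPES/NaCl buffer with 0.01% Triton X-100 at pH 7.4 / Technique: 405 nm absorbance of p-nitroaniline, reads at 0 and 120 min / Repeats: one well per compound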
# GASC-1 inh: blocks human GASC-1 demethylase activity; AID 2099; Q9H3R0; actives 0.069% (n = 330,000); GST-JMJD2C(1-420) H3K9me3 demethylation, DELFIA europium; inhibition, % at 2.35 µM;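 active = more than half of a compound's replicate wells show inhibition beyond 50%, single wells judged on their own value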;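 note: signal counts dimethyl H3K9 product captured on neutravidin plate; 0% = median of DMSO wells and 100% = 0.3 times that DMSO median; strong numbers were not always called active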
# Target sequence (Q9H3R0 1-420 limits assumed): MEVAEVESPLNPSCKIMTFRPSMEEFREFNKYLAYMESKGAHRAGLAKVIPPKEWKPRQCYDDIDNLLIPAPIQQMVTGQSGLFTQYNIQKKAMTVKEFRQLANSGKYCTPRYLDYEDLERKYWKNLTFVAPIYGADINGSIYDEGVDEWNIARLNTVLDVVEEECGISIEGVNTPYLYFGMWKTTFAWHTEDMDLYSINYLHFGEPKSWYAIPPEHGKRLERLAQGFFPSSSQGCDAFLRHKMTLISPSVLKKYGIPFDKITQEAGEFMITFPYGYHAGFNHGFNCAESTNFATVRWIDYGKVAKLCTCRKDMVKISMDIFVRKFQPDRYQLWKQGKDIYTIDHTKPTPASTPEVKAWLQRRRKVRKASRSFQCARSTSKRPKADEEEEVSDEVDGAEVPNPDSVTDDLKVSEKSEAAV
# proCasp7 act: counter-screen for procaspase-3 activators: activators of human procaspase-7; activation, % at 8.5 µM; actives 0.093% (n = 330,000); recombinant procaspase-7, Ac-DEVD-pNA absorbance 405 nm; D23A/D198A/D206A triple mutant, cannot self-cleave; scale: DMSO 0, 5 µM enzyme 100; P55210;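 active = percent activation above the screen-wide mean plus 3 SD, cut at about 25% in these data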
# Target sequence (P55210 whole entry D23A/D198A/D206A): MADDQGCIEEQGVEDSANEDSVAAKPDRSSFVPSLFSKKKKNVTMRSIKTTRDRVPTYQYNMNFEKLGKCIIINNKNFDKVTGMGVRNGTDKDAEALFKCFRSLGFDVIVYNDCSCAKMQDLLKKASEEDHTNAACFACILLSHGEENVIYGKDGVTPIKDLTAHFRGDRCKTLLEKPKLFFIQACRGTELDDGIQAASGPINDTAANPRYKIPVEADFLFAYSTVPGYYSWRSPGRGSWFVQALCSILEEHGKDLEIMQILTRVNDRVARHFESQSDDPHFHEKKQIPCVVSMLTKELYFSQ
#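 Assay system – Uncleavable procaspase-7 mutant enzyme · Quantity – 2 µM procaspase-7 mutant as dispensed · Times – 1 h preincubation, 2 h reaction · Dosing – single nominal 8.5 µM compound dose, 0.8% DMSO final · Buffer or medium – Zinc-free 50 mM HEPES buffer, pH 7.4, with NaCl and Triton X-100 · Detection – Epi-absorbance of released pNA at 405 nm, two timepoints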
# core dimer inh: HCV core protein dimerization inhibition; TR-FRET GST/Flag-core106 dimerization, 1536-well; inhibition, % at 5 µM; actives 0.33% (n = 300,000); AID 1899;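 active = inhibition above the mean of all tested compounds plus 3 SD, set per screening campaign, cut at about 45% in these data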
#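 Material: Tagged HCV core106 pair (GST and Flag) | Amount: GST-core106 13.5 nM, Flag-core106 17 nM | Medium: KF-containing HEPES buffer, pH 7.45, DTT, CHAPS, BSA | Reagent: Eu donor and XL665 acceptor anti-tag antibodies | Schedule: 4 h at 22.5 °C | Technique: Time-resolved FRET, ex 340 nm, em 617 and 671 nm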
# PP5 inh: inhibitors of human protein phosphatase 5 (PP5) | purified PP5c, OMFP substrate fluorescence | inhibition, % at 6.7 µM | actives 0.18% (n = 320,000) | AID 1987;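 active = inhibition above the campaign's mean inhibition across all tested compounds plus 3 SD, cut at about 9.5% in these data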;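 note: 0% = DMSO only and 100% = 100 µM cantharidin control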
# Fh CTSL1 inh: blocks F. hepatica cathepsin L1 in PFM18AAP counter-screen | AID 1906 | inhibition, % at 5.96 µM | recombinant F. hepatica cathepsin L1, Z-Leu-Arg-MCA fluorescence | actives 0.49% (n = 300,000);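 active = inhibition above the mean of all tested compounds plus 3 SD, set per screening campaign, cut at about 17% in these data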;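 note: 0% = plate median of test compound wells and 100% = 1 µM Z-Phe-Ala-diazomethylketone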
# GRK2 aptamer HTS: blocks RNA aptamer binding to human GRK2. P25098. bead flow cytometry, FAM-aptamer displacement from GRK2. inhibition of aptamer binding, % at 10 µM. actives 0.59% (n = 330,000). AID 488847;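 active = inhibition of aptamer binding above 40%, roughly 3 SD of noise, on plates passing a quality check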;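 note: median bead fluorescence of bound FAM aptamer so fluorescent compounds give negative values; no value below 0 was filed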
# PP1 inh: blocks human PP1-alpha phosphatase, a PP5 counter-screen. actives 0.9% (n = 320,000). P62136. inhibition, % at 6.7 µM. purified PP1alpha, OMFP fluorescence;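 active = inhibition above the mean inhibition of all tested compounds plus 3 SD, computed separately for each screening campaign, cut at about 15% in these data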
# Target sequence (P62136 whole entry, looked up): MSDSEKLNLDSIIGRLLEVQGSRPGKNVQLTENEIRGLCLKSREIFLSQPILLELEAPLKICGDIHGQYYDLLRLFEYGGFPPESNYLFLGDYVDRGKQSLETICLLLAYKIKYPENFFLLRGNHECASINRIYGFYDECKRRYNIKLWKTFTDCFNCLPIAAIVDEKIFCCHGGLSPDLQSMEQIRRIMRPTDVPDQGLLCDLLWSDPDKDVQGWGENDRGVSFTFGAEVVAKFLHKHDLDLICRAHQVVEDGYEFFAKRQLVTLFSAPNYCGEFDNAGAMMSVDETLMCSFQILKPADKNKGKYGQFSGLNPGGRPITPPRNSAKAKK
# Starred values were filed as active, the others as inactive; / = no result given. Compounds were not picked by outcome; about 2.6% have a hit in one of these screens.
Molecule	PP5 inh	GRK2 aptamer HTS	core dimer inh	Fh CTSL1 inh	VLA-4 inh	PP1 inh	proCasp3 act	proCasp7 act	GASC-1 inh
FC(F)(F)c1cccnc1Oc1ccc(C2=NCCS2)cc1	2.9	1	0	-2	8	-4	4	6	/
COc1cc(C(=S)N2CCCC2)ccc1OCC(N)=O	2.2	0	0	-5	5	-2	9	7	7
NS(=O)(=O)c1ccc(Nc2nc(-c3ccc4ccccc4c3)cs2)cc1	7.0	1	4	-2	1	-6	2	10	2
COc1cccc2cc(C(=O)C3=C(O)C(=O)N(CCN4CCOCC4)C3c3ccc(C(C)(C)C)cc3)oc12 (configuration not stated)	4.4	4	20	6	3	21*	-2	-20	0
CC1CN(c2nc3ccccc3nc2SCC(=O)Nc2cccc(C(F)(F)F)c2)CC(C)O1 (configuration not stated)	8.1	0	18	1	25	1	15	17	-5
S=c1[nH]nc(C2COc3ccccc3O2)o1 (configuration not stated)	-2.6	1	0	3	1	-4	-13	-7	-4
Cc1ccc(Nc2nc(C(=O)N3CCC(C(=O)N4CCN(C)CC4)CC3)cs2)cc1	0.4	1	-1	1	-19	-6	-3	8	-7
CCOC(=O)C(=O)N1CCN(CC)CC1	2.7	0	-8	-3	-7	-4	11	5	-1
CC1CC1c1ccc(/C=C(\C#N)C(=O)Nc2ccccc2Cl)o1 (configuration not stated)	1.2	1	4	10	-2	-1	-19	-21	-3
CCCC1=C(C(=O)OCC)C(c2cc(Cl)cc(OC)c2OCC(=O)OCC)NC(=O)N1 (configuration not stated)	3.2	1	7	3	6	2	1	-5	-7
O=C(NC(Nc1nc2ccc([N+](=O)[O-])cc2s1)(C(F)(F)F)C(F)(F)F)c1ccccc1	1.8	0	-7	1	-262	-3	2	-6	3
Cc1c(NC(=O)COC(=O)Cc2ccc(F)cc2)c(=O)n(-c2ccccc2)n1C	-2.0	4	1	-2	3	-5	2	5	3
O=C(CNC(=O)c1ccc2c(c1)OCCO2)N/N=C/c1ccc(Cl)cc1	-0.8	3	8	-2	6	-3	0	-2	12
Cc1ccc(N=C/C(C(=O)C(F)(F)F)=C(\O)c2ccco2)cc1Cl	0.1	1	3	-1	16	0	9	5	2
Cc1nn(C(C)C(=O)NCc2ccco2)c(C)c1[N+](=O)[O-] (configuration not stated)	-1.3	1	-1	0	-2	-2	3	3	7
Nc1nc(SCC(=O)N2CCCc3ccccc32)n(-c2ccccc2)n1	7.2	0	-3	2	41	2	3	3	-25
COc1ccc(C(=O)OCC(=O)NCCc2ccc(F)cc2)cc1S(=O)(=O)N1CCOCC1	/	0	/	/	8	/	8	7	5
c1ccc(CCc2nn3c(-c4ccncc4)nnc3s2)cc1	-2.2	1	7	-1	17	2	-2	5	-8
CCN(CC(=O)Nc1c(F)cccc1F)C(=O)Cc1ccsc1	2.4	0	/	/	-6	2	-1	-6	14
NC(=O)c1c(NC(=O)CN2C(=O)NC(Cc3ccccc3)C2=O)sc2c1CCC2 (configuration not stated)	-1.4	4	11	6	3	-1	0	6	-5
Brc1ccccc1-c1cnco1	-2.5	1	-6	5	6	-4	0	12	-12
COc1ccc(/C=N\Nc2ccc([N+](=O)[O-])cc2)c(C(=O)O)c1OC	3.5	4	-6	2	9	1	-11	-20	-9
CC(C)Nc1cc(C(F)(F)F)nc(-c2ccccn2)n1	0.9	0	-1	-2	22	-2	-4	11	-1
Cc1ccc(NC(=O)CN(C)C(=O)c2cccc(S(=O)(=O)NCc3ccco3)c2)cc1	2.1	16	/	/	-5	-3	-7	-8	/
CCOc1ncccc1C(=O)OCC(=O)Nc1cc(S(=O)(=O)N2CCOCC2)ccc1C	3.0	0	-9	-7	9	-5	-4	-5	6
CC(C)(C)OC(=O)NCCCC[C@H](NC(=O)c1nc[nH]c1C(=O)N1CCN(c2ccccc2)CC1)C(=O)OC(C)(C)C	4.1	1	-4	0	-3	2	3	-3	-22
CCNC(=S)Nc1cc(Cl)ccc1Oc1ccccc1	2.2	0	1	3	29	-1	0	0	-1
CCCn1c(N)c(N(CCOC)C(=O)c2ccc([N+](=O)[O-])c(C)c2)c(=O)[nH]c1=O	-0.4	5	6	2	8	-4	4	-2	-8
CCOC(=O)C(O)(CC(=O)Nc1cc(F)ccc1C)C(F)(F)F (configuration not stated)	0.9	0	-7	1	11	1	10	-1	8
Cc1cccnc1CNC(=O)C1CCC(=O)N(CCc2cccc(F)c2)C1 (configuration not stated)	0.4	5	4	-6	17	-5	-1	-2	3

# 4 of the compounds above, with each value named.
SMILES: CCNC(=S)Nc1cc(Cl)ccc1Oc1ccccc1
  PP5 inh: 2.2
  GRK2 aptamer HTS: 0
  core dimer inh: 1
  Fh CTSL1 inh: 3
  VLA-4 inh: 29
  PP1 inh: -1
  proCasp3 act: 0
  proCasp7 act: 0
  GASC-1 inh: -1
SMILES: CCCn1c(N)c(N(CCOC)C(=O)c2ccc([N+](=O)[O-])c(C)c2)c(=O)[nH]c1=O
  PP5 inh: -0.4
  GRK2 aptamer HTS: 5
  core dimer inh: 6
  Fh CTSL1 inh: 2
  VLA-4 inh: 8
  PP1 inh: -4
  proCasp3 act: 4
  proCasp7 act: -2
  GASC-1 inh: -8
SMILES: CCOC(=O)C(O)(CC(=O)Nc1cc(F)ccc1C)C(F)(F)F (configuration not stated)
  PP5 inh: 0.9
  GRK2 aptamer HTS: 0
  core dimer inh: -7
  Fh CTSL1 inh: 1
  VLA-4 inh: 11
  PP1 inh: 1
  proCasp3 act: 10
  proCasp7 act: -1
  GASC-1 inh: 8
SMILES: Cc1cccnc1CNC(=O)C1CCC(=O)N(CCc2cccc(F)c2)C1 (configuration not stated)
  PP5 inh: 0.4
  GRK2 aptamer HTS: 5
  core dimer inh: 4
  Fh CTSL1 inh: -6
  VLA-4 inh: 17
  PP1 inh: -5
  proCasp3 act: -1
  proCasp7 act: -2
  GASC-1 inh: 3

# Later entries.
Molecule	PP5 inh	GRK2 aptamer HTS	core dimer inh	Fh CTSL1 inh	VLA-4 inh	PP1 inh	proCasp3 act	proCasp7 act	GASC-1 inh
CN1CCN(NC(=O)c2ccc(F)cc2)CC1	-0.1	0	-5	-3	25	-3	4	3	10
COC(=O)C(C(=O)OC)c1ncc(C(F)(F)F)cc1Cl	0.7	0	14	-3	2	-4	6	9	14
Cc1ccc(S(=O)(=O)N(CC(=O)Nc2ccc(C(N)=O)cc2)C(=O)N2CCN(C)CC2)cc1	0.8	2	-2	-1	-1	-4	-3	7	8
Cn1c(=O)c2c(=O)cc(NNC(=O)C(C)(C)C)[nH]c2n(C)c1=O	0.4	2	-4	-5	-3	2	5	6	28
CCOC(=O)c1ccc(S(=O)(=O)N2CCC(C(=O)OCC)CC2)cc1	-0.7	2	4	1	2	0	3	7	1
OCC[C@@H]1C[C@H](O)[C@@H](O)[C@@]2(CCCc3ccccc3O2)O1	-0.3	3	5	0	14	0	4	3	12
CCCc1cc(C(=O)Nc2sc(C)c(CC)c2C#N)no1	5.8	0	-14	0	5	-4	0	-7	-1
O=C(c1cccc(S(=O)(=O)N2CCN(c3ccccc3)CC2)c1)N1CCCCCCC1	0.3	1	9	-3	0	-1	8	3	8
Cc1ccccc1NS(=O)(=O)c1ccc2oc(=O)ccc2c1	2.9	0	2	3	19	-2	8	13	7
Cc1ccccc1CNS(=O)(=O)c1c(C)[nH]c(C)c1C(=O)N1CCCCC1	2.5	3	-18	5	-133	-1	4	-14	8

# A second format for part of the listing above:
> CN1CCN(NC(=O)c2ccc(F)cc2)CC1
- PP5 inh: -0.1
- GRK2 aptamer HTS: 0
- core dimer inh: -5
- Fh CTSL1 inh: -3
- VLA-4 inh: 25
- PP1 inh: -3
- proCasp3 act: 4
- proCasp7 act: 3
- GASC-1 inh: 10
> Cn1c(=O)c2c(=O)cc(NNC(=O)C(C)(C)C)[nH]c2n(C)c1=O
- PP5 inh: 0.4
- GRK2 aptamer HTS: 2
- core dimer inh: -4
- Fh CTSL1 inh: -5
- VLA-4 inh: -3
- PP1 inh: 2
- proCasp3 act: 5
- proCasp7 act: 6
- GASC-1 inh: 28

# The list continues.
Molecule	PP5 inh	GRK2 aptamer HTS	core dimer inh	Fh CTSL1 inh	VLA-4 inh	PP1 inh	proCasp3 act	proCasp7 act	GASC-1 inh
CCN(c1ccc(NC(=O)COC(=O)c2cccs2)cc1)C(C)C	1.1	5	-1	-2	9	0	4	-3	4
NC(=S)Nc1ccc(S(=O)(=O)c2ccc(NC(N)=S)cc2)cc1	-0.3	3	-7	-1	6	-3	1	0	-2
Cc1ccccc1N1CCN(CC(=O)Nc2nccs2)CC1	0.9	0	0	-4	-20	-3	4	9	-15
O=C(NCCCn1ccnc1)NC(C(F)(F)F)C(F)(F)F	3.8	1	-8	-4	14	2	7	11	8
COc1ccccc1CN(C)C(=O)c1cccc(S(=O)(=O)N2CCCC2)c1	1.6	5	/	/	-7	-5	-5	-6	-4
CCOC(=O)c1c(C)[nH]c(C)c1C(=O)COC(=O)c1ccc(OC)c(OC)c1	2.4	0	1	0	-5	-1	4	6	40
CCN(CC)CCCN1CC(O)=C(c2nc3ccccc3s2)C1=N	0.9	0	2	1	15	-2	0	9	4
CC1CC2=C(C(=O)O1)C(C)Nc1ccccc1N2 (configuration not stated)	3.4	1	-11	-3	6	3	-9	-7	5
O=C1c2ccccc2C(=O)N1CCc1csc(-c2ccc(F)cc2)n1	1.7	0	9	2	13	-2	7	1	0
COc1ccc(/C=C(\NC(=O)c2ccccc2)C(=O)NCCN2CCOCC2)cc1	2.5	2	-12	-3	7	6	-8	-13	-6
O=C(Nc1cccc(NC(=O)c2ccccc2Cl)c1)c1ccc(F)cc1	-1.6	0	4	-1	5	-2	-4	10	-7
CC(=C/c1ccccc1)/C=N/Nc1nc(N2CCCCC2)nc(N2CCCCC2)n1	0.5	0	11	-1	24	-4	-4	3	-4
Nc1nc(NCCCN2CCOCC2)nc(Nc2ccc(Cl)cc2)c1[N+](=O)[O-]	3.5	0	0	-2	-1	-3	3	13	3
CCN(CC)CCCNC(=O)c1ccc(Cl)c(S(=O)(=O)Nc2ccccc2OC)c1	-2.2	0	-2	0	-7	0	-3	-4	3
CC(=O)NS(=O)(=O)c1ccc(NC(=O)c2ccc(S(=O)(=O)N3CCCC3)cc2)cc1	-0.5	0	/	/	12	-2	1	15	2
O=C(Cn1cc(C(=O)c2ccco2)c2ccccc21)NC1CCCC1	1.8	1	6	1	-7	-3	-2	-5	12
C=CCN1C(=NC(=O)CCCC(=O)O)SC2CS(=O)(=O)CC21 (configuration not stated)	-1.4	0	-7	-2	5	-5	1	4	17
COc1ccc(-c2nnc(SCC(=O)c3ccc(O)cc3O)o2)cc1	1.9	3	26	1	-8	4	-1	-7	4
COc1cc(NC(N)=S)c(OC)cc1Cl	0.6	0	-3	1	3	-4	-10	3	5
